Compound activity from PubChem BioAssay.
Mtb UGM inh = inhibitors of M. tuberculosis UDP-galactopyranose mutase. P9WIQ1. purified UGM, fluorescence polarization probe displacement. inhibition, % at 10 µM. 320,000 tested, 0.06% active; in the data active = inhibition above about 10%, passing the limit was not always enough
Target sequence (P9WIQ1 whole entry, looked up): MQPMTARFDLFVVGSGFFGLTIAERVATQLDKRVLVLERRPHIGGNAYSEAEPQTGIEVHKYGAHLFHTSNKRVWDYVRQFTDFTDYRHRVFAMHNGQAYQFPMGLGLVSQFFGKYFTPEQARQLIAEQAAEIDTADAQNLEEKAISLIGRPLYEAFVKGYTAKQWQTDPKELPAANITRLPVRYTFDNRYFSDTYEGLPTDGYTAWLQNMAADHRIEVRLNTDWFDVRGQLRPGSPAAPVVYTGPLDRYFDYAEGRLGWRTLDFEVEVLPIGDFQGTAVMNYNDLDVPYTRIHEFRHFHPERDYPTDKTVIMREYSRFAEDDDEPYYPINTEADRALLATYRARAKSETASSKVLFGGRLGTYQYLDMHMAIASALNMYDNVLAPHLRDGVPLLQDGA
BioA inh = inhibitors of Mycobacterium tuberculosis BioA enzyme | purified M. tuberculosis BioA enzyme, plate reader | inhibition, % at 9.99 µM | 360,000 tested, 0.096% active | AID 602481; in the data active = inhibition above about 40%
* hit, by the source's call.

Results for O=[N+]([O-])c1ccc(C23CC4CC(CC(O)(C4)C2)C3)cc1 ?
Mtb UGM inh: -1.2

Results for Cc1ccc(CNC(=O)C2c3ccccc3C(=O)N(C)C2c2c[nH]c3ccccc23)o1 (centres undefined) ?
Mtb UGM inh: 0.5

Results for Cc1ccc[n+](CC(=O)c2ccccc2)c1 ?
Mtb UGM inh: -1.5

Results for CCOC(=O)c1c(/N=C/C2C(=O)NC(=S)NC2=O)sc(C)c1C ?
Mtb UGM inh: 2.6

How did C#CCOCCOCCOCCNc1nc(N2CCN(C(=O)[C@H](CCC(=O)O)n3cc(C(N)Cc4ccc(O)cc4)nn3)CC2)nc(N2CCN(C(=O)[C@H](CCC(=O)O)n3cc(C(N)CC(C)C)nn3)CC2)n1 (some centres undefined) do in these assays?
Mtb UGM inh: 0.6

Results for CCOC(=O)C(C)(C)N(Cc1ccc(Cl)cc1)S(=O)(=O)c1ccc(Cl)c([N+](=O)[O-])c1 ?
Mtb UGM inh: 2.0

What do the screens show for `COC(=O)C1=C(C)N(Cc2ccco2)C(=O)N[C@H]1c1ccc(Br)cc1`?
Mtb UGM inh: -0.5

How did COc1ccc2c(c1)O[C@@H](c1cccc(C(F)(F)F)c1)[C@H](OC(=O)Nc1ccc(OC(F)F)cc1)C2=O do in these assays?
Mtb UGM inh: -0.1

What do the screens show for `O=C(NC(=O)c1ccc(Cl)cc1)Nc1ccc(-c2cnco2)cc1`?
Mtb UGM inh: 2.7

Results for CCOc1cc(C(=O)N2CCc3cc(OC)c(OC)cc3C2)ccc1OC(F)F ?
Mtb UGM inh: -0.3

How did CC(C)CNC(=O)c1ccc(Cl)c(N)c1 do in these assays?
Mtb UGM inh: -1.0

How did Cc1nc2cc(N3CCCCC3)c(NC(=O)c3ccncc3)cc2c(=O)n1Cc1ccc(Cl)cc1 do in these assays?
Mtb UGM inh: -0.4

What do the screens show for `COc1ccc(Br)cc1/C=N/NC(=O)c1cc(Br)ccc1O`?
Mtb UGM inh: -0.8

What do the screens show for `N[C@H]1CONC1=O`?
Mtb UGM inh: -2.1

What do the screens show for `CCOC(=O)C1=C(O)C(=O)N(CCCn2ccnc2)C1c1ccc(OC)cc1` (centres undefined)?
Mtb UGM inh: 0.3

Results for O=C(Nc1ccccc1C(=O)N1CCNCC1)c1ccco1 ?
Mtb UGM inh: -0.2

What do the screens show for `CC1(OC(=O)c2ccc(Cl)nc2)C(=O)C=C2C=C(c3ccsc3)OC=C2C1=O` (centres undefined)?
Mtb UGM inh: 2.3

What do the screens show for `CC1(C)CC(=O)C=C(Nc2ccc3c(c2)CCC3)C1`?
Mtb UGM inh: -2.9

How did Cc1ccc(OCCCC(=O)NCc2ccco2)c(C)c1 do in these assays?
Mtb UGM inh: 2.3

How did COc1ccccc1-c1nc(SCC(=O)NCC2CCCO2)c2c(=O)n(C)c(=O)n(C)c2n1 (centres undefined) do in these assays?
Mtb UGM inh: -1.4

How did N#C/C(=C/c1ccc(-c2cc(C(=O)O)cc(C(=O)O)c2)o1)c1nc2ccccc2s1 do in these assays?
Mtb UGM inh: -11

How did CC(C)c1nc(CN(C)C(=O)N[C@H](C(=O)N[C@@H](Cc2ccccc2)C[C@H](O)[C@H](Cc2ccccc2)NC(=O)OCc2cncs2)C(C)C)cs1 do in these assays?
Mtb UGM inh: -1.8

How did N#Cc1c[nH]n2c(=O)c3c(nc12)CCCC3 do in these assays?
Mtb UGM inh: 3.4

What do the screens show for `COc1cc(/C=C2\C(=N)N3N=C(S(C)(=O)=O)SC3=NC2=O)ccc1OS(=O)(=O)c1ccccc1`?
Mtb UGM inh: -1.3

How did O=C(O[C@H]1[C@H](Oc2ccccc2COC(=O)C2(O)C=CCCC2=O)O[C@H](CO)[C@@H](O)[C@@H]1O)c1ccccc1 (some centres undefined) do in these assays?
Mtb UGM inh: 0.3

How did N#CC1=C(N)Nc2ncnn2C1c1ccccc1 (centres undefined) do in these assays?
Mtb UGM inh: 1.1

How did COc1ccc(C2CC(=O)c3cnc(N4CCc5ccccc54)nc3C2)cc1OC (centres undefined) do in these assays?
Mtb UGM inh: -1.4

How did Cc1nc(C)c(/C(O)=C/c2nc3ccc([N+](=O)[O-])cc3oc2=O)o1 do in these assays?
Mtb UGM inh: 0.0

What do the screens show for `CC(=O)Nc1ccc(Cc2ccc3[nH]c(=O)cc(C)c3c2)cc1`?
Mtb UGM inh: 0.1

How did Cc1ccc(S(=O)(=O)NC(CCc2ccccc2)CC(=O)C(C)(C)C)cc1 (centres undefined) do in these assays?
Mtb UGM inh: 2.0

How did O=C(N=c1ccn(-c2nc3ccccc3nc2NS(=O)(=O)c2ccc(Cl)cc2)cc1)c1ccccc1Cl do in these assays?
Mtb UGM inh: 34*

How did CC(=O)Nc1ccc(S(=O)(=O)NCC2CCC(C(=O)NC(C)c3ccc4c(c3)OCCO4)CC2)cc1 (centres undefined) do in these assays?
Mtb UGM inh: 0.6

What do the screens show for `COc1cc([N+](=O)[O-])cc(/C=N/NC(=O)CSc2nnc(-c3ccccc3)n2C)c1O`?
Mtb UGM inh: 4.1

How did CCN(CC)S(=O)(=O)c1ccc(Cl)c(C(=O)Nc2cc(C)nn2-c2ccccc2C(F)(F)F)c1 do in these assays?
Mtb UGM inh: 1.1

How did CN(CC(=O)Nc1ccc(F)c(F)c1F)c1cnccn1 do in these assays?
Mtb UGM inh: 1.2

Results for C=CCOc1c(Cl)cc(CNc2ccc(C)c(Cl)c2)cc1OC ?
Mtb UGM inh: -2.3

Results for O=C(CCC(=O)N(CC(=O)NC1CCCCC1)c1ccc2c(c1)OCCO2)Nc1ccccn1 ?
Mtb UGM inh: -1.9

How did O=c1c2c(nc3n1CCS3)c1cc(F)ccc1n2Cc1cc(=O)n2cc(Cl)ccc2n1 do in these assays?
Mtb UGM inh: 0.4

How did COc1ccccc1C1C=C(c2ccc(Cl)cc2)Nc2nc(NS(C)(=O)=O)nn21 (centres undefined) do in these assays?
Mtb UGM inh: -1.1

How did Cc1cc(C(=O)OCC(=O)c2ccc(Br)s2)c(C)o1 do in these assays?
Mtb UGM inh: 5.2

How did CO[C@@H]1CN(C)C(=O)c2cc(NC(=O)Nc3ccccc3)ccc2OC[C@H](C)NC[C@@H]1C do in these assays?
BioA inh: -1.7

How did C[C@@H]1CN([C@H](C)CO)C(=O)c2cc(NC(=O)Nc3cccc4ccccc34)ccc2O[C@@H](C)CCCCO[C@@H]1CN(C)S(=O)(=O)c1cccs1 do in these assays?
BioA inh: -2.0

Results for C[C@@H]1CN([C@H](C)CO)C(=O)c2cc(NS(=O)(=O)c3cccs3)ccc2O[C@@H](C)CCCCO[C@@H]1CN(C)C(=O)CCC(F)(F)F ?
BioA inh: -6.7

How did COCC(=O)Nc1ccc2c(c1)C(=O)N(C)[C@H]1CC[C@@H](CC(=O)Nc3cn(C)nc3C)O[C@H]1CO2 do in these assays?
BioA inh: -2.8

How did CN(C)C(=O)C[C@H]1C[C@H]2c3cc(NC(=O)Nc4ccccc4)ccc3O[C@H]2[C@H](CO)O1 do in these assays?
BioA inh: -1.4

How did C[C@H]1CN([C@@H](C)CO)S(=O)(=O)c2ccc(-c3ccccc3)cc2O[C@@H]1CN(C)C(=O)C1CC1 do in these assays?
BioA inh: 7.9

How did C[C@@H]1CN([C@@H](C)CO)S(=O)(=O)c2ccc(C#CCN(C)C)cc2O[C@@H]1CN(C)C(=O)C1CC1 do in these assays?
BioA inh: -2.1

What do the screens show for `CCC(=O)N(C)C[C@H]1[C@H](c2ccc(C3=CCCCC3)cc2)[C@@H](CO)N1C(C)=O`?
BioA inh: -6.2

Results for CN1C(=O)c2cc(NC(=O)NCc3ccccc3)ccc2OC[C@@H]2O[C@H](CC(=O)NCC3CCCCC3)CC[C@@H]21 ?
BioA inh: -6.7

What do the screens show for `C[C@@H]1CN([C@H](C)CO)C(=O)c2cc(NS(=O)(=O)c3cn(C)cn3)ccc2O[C@@H](C)CCCCO[C@H]1CN(C)Cc1ccc(C(=O)O)cc1`?
BioA inh: 1.3

What do the screens show for `COc1cccc(NC(=O)Nc2ccc3c(c2)C(=O)N(C)[C@@H]2CC[C@H](CC(=O)O)O[C@H]2CO3)c1`?
BioA inh: -0.1

Results for COc1ccc(C#Cc2cnc3c(c2)C(=O)N([C@@H](C)CO)C[C@H](C)[C@@H](CN(C)C(=O)Nc2cccc(OC)c2)O3)cc1 ?
BioA inh: -1.1

Results for C[C@@H]1CCCCO[C@@H](CN(C)C(=O)CCCN(C)C)[C@H](C)CN([C@@H](C)CO)C(=O)c2cc(NC(=O)c3ccncc3)ccc2O1 ?
BioA inh: -0.2

Results for CC=Cc1ccc2n(c1=O)C[C@H]1[C@H](CO)[C@@H](C(=O)NCCc3ccncc3)N[C@@H]21 (mixture of isomers) ?
BioA inh: -1.6

What do the screens show for `O=C(NC[C@H]1[C@@H](c2ccccc2)[C@@H](CO)N1C(=O)C1CCC1)NC1CCCC1`?
BioA inh: 3.4

What do the screens show for `C[C@H]1CCCCO[C@H](CN(C)C(=O)C2CCCCC2)[C@@H](C)CN([C@@H](C)CO)C(=O)c2cc(NC(=O)CCCN(C)C)ccc2O1`?
BioA inh: 2.2

What do the screens show for `O=C(Nc1ccc(F)cc1)N1C[C@H]2[C@@H](c3ccccc31)[C@@H](CO)N2C(=O)c1cccnc1`?
BioA inh: -2.7

Results for CO[C@@H]1CN(C)C(=O)c2cc(NC(=O)NC(C)C)ccc2OC[C@H](C)N(CCC(F)(F)F)C[C@H]1C ?
BioA inh: 1.5

How did C[C@H]1CN([C@@H](C)CO)C(=O)c2cc(NS(=O)(=O)c3ccc(Cl)cc3)ccc2O[C@H]1CN(C)S(=O)(=O)c1ccccc1 do in these assays?
BioA inh: -3.3

How did COc1ccc(C#Cc2ccc3c(c2)[C@@H]2[C@@H](CCN2C(=O)c2ccccc2F)[C@@H](CO)N3C)cc1 do in these assays?
BioA inh: 3.2

What do the screens show for `CN1c2ccc(-c3cccc(C#N)c3)cc2[C@H]2[C@H](CCN2C(=O)NC2CCCCC2)[C@@H]1CO`?
BioA inh: 1.9

Results for COc1cccc(S(=O)(=O)N2CC[C@@H]3[C@H](CO)Nc4ccc(Br)cc4[C@@H]32)c1 ?
BioA inh: 4.1

What do the screens show for `O=C(NC[C@@H]1[C@H](c2ccccc2)[C@H](CO)N1Cc1ccccn1)C1CCC1`?
BioA inh: 3.4

Results for CCC(=O)N1CC[C@H]2[C@H](CO)Nc3ccc(-c4cccc(C#N)c4)cc3[C@H]21 ?
BioA inh: 2.6

What do the screens show for `Cc1noc(C)c1S(=O)(=O)N(C)C[C@@H]1OCCCC[C@@H](C)Oc2ccc(NC(=O)CCC(F)(F)F)cc2C(=O)N([C@@H](C)CO)C[C@H]1C`?
BioA inh: 1.1

How did COc1ccc(C#Cc2ccc3c(c2)[C@H]2[C@H](CCN2C(=O)c2ccncc2)[C@H](CO)N3)cc1 do in these assays?
BioA inh: 0.4

How did COc1ccc(-c2ccc3c(c2)O[C@H](CN(C)CC2CC2)[C@H](C)CN([C@@H](C)CO)S3(=O)=O)cc1 do in these assays?
BioA inh: 0.9

Results for CCCNC(=O)Nc1ccc2c(c1)OC[C@H](C)N(Cc1cccnc1)C[C@H](C)[C@H](OC)CN(C)C2=O ?
BioA inh: 0.4

How did CO[C@@H]1CN(C)C(=O)c2cc(NC(C)=O)ccc2OC[C@H](C)N(Cc2cccnc2)C[C@@H]1C do in these assays?
BioA inh: -1.0

What do the screens show for `CCCNC(=O)N1[C@H](CO)[C@H](c2ccccc2)[C@@H]1CNC(=O)c1ccc(F)cc1`?
BioA inh: 4.6

Results for C[C@@H]1CN([C@@H](C)CO)C(=O)c2cc(NC(=O)CCC(F)(F)F)ccc2O[C@@H](C)CCCCO[C@H]1CN(C)CC1CCCCC1 ?
BioA inh: 2.5

How did CC(C)NC(=O)N1CCCCN2[C@H](CO)[C@H](c3ccc(C#C[C@H](C)O)cc3)[C@H]2C1 do in these assays?
BioA inh: -0.8

Results for C[C@@H]1CCCCO[C@H](CN(C)S(=O)(=O)c2ccc(Cl)cc2)[C@@H](C)CN([C@H](C)CO)C(=O)c2cc(NC(=O)Nc3ccc(C(F)(F)F)cc3)ccc2O1 ?
BioA inh: -0.2

Results for O=C(Nc1ccccc1)Nc1ccc2c(c1)[C@H]1C[C@@H](CC(=O)N3CCOCC3)O[C@H](CO)[C@H]1O2 ?
BioA inh: 1.4

How did C[C@@H]1CCCCO[C@@H](CN(C)Cc2ccccc2)[C@@H](C)CN([C@@H](C)CO)C(=O)c2cc(NC(=O)c3ccccc3)ccc2O1 do in these assays?
BioA inh: 1.6

Results for O=C(CN1CCOCC1)N[C@H]1CC[C@H](CCNS(=O)(=O)c2ccccc2F)O[C@@H]1CO ?
BioA inh: 0.2

Results for O=C(Nc1ccccc1)N1CCCCN2[C@@H](CO)[C@H](c3ccc(-c4ccccc4F)cc3)[C@@H]2C1 ?
BioA inh: -0.5

What do the screens show for `C[C@@H]1CCCCO[C@@H](CN(C)Cc2ccc(C(F)(F)F)cc2)[C@@H](C)CN([C@@H](C)CO)C(=O)c2cc(NC(=O)Nc3cccc4ccccc34)ccc2O1`?
BioA inh: -4.3

Only part of the results is shown; count on the stated rates, not on these rows.
